# Screens (PubChem)
# NCI-60 one-dose screen, 48 h, at 10 µM unless noted. Numbers give growth in % (100 = growth as untreated, 0 = no growth, -100 = all killed).
# SR: SR leukemia cells; actives 8.7% (n = 73,000); AID 1794780
# K-562: K-562 leukemia | actives 7.4% (n = 78,000) | AID 1794777
# RPMI-8226: RPMI-8226 leukemia cells; actives 7.5% (n = 77,000); AID 1794781
# MDA-MB-231: MDA-MB-231 breast cancer; actives 5% (n = 81,000)
# MOLT-4: MOLT-4 leukemia cells | AID 1794779 | actives 6.9% (n = 80,000)
# MDA-MB-435: MDA-MB-435 melanoma; AID 1794794; actives 7.8% (n = 82,000)
# MDA-MB-468: MDA-MB-468 breast cancer | actives 8.5% (n = 78,000) | AID 2202374
# MCF7: MCF7 breast cancer | actives 6.3% (n = 82,000) | AID 1794796
# * = called active by the depositor; · = not tested or not shown; & = joins results of further samples. The calls were made as follows: active = growth percent below 10; inactive = the rest.
1	COc1ccccc1-c1ccc2c(C)nc3oc(-c4cc(OC)c(OC)c(OC)c4)nc3c2n1
2	CCOC(=O)N(C)c1ccccc1
3	C=CCOC(=O)C1=C(C)NC2=C(C(=O)CCC2)C1c1ccc(OC)cc1 (stereo not drawn)
4	COc1ccc2cc(C(C)C(=O)Nc3ccc(-c4nnc(C5CCCCC5)o4)cc3)ccc2c1 (stereo not drawn)
5	N[C@@H](Cc1ccccc1)[C@@H](O)C(=O)NCCc1ccccn1
6	Nc1ccc(-c2nc3ccc(Cc4ccc5nc(-c6ccc(N)cc6)[nH]c5c4)cc3[nH]2)cc1
7	NS(=O)(=O)c1cc(Br)c2c(c1)S(=O)(=O)NCN2
8	Oc1ccc(Cl)cc1/C=N/Nc1nc2ccccc2s1
assay / entry	1	2	3	4	5	6	7	8
SR	89	109	105	·	108	32	88	40
K-562	93	110	95	84	99	42	81	43
RPMI-8226	80	·	·	75	118	29	106	47
MDA-MB-231	99	110	113	90	104	48	118	44
MOLT-4	95	104	92	78	110	41	88	53
MDA-MB-435	102	104	108	90	107	63	105	84
MDA-MB-468	97	98	103	106	98	74	126	79
MCF7	91	94	102	98	90	49	97	21

9	CC(C)(C)c1nc2c(s1)c1nc(N)ncc1c1ccc(NS(=O)(=O)c3c(F)cccc3F)c(F)c12
10	COC(=O)C1(O)NC(=C(C#N)C#N)C(C#N)=C1C(=O)c1cccc([N+](=O)[O-])c1 (stereo not drawn)
11	NC(Cc1cc(I)c(O)c(I)c1)C(=O)O (stereo not drawn)
12	COc1ccc(Oc2nc3n(c(=O)c2C#N)-c2ccccc2Sc2ccccc2-3)cc1
13	Cc1ccc(/C=C2\Oc3cc(OCC(=O)c4ccc(Cl)cc4)ccc3C2=O)cc1
14	COc1cc2nc(-c3ccc(NC(=O)/C=C/c4ccc(C(F)(F)F)cc4)cc3)sc2c(OC)c1OC
15	S=c1[nH]nc(-c2cc3ccc2CCc2ccc(cc2)CC3)n1-c1ccccc1
16	N=C1NC(=O)C(Cn2cnc3ccccc32)S1 (stereo not drawn)
assay / entry	9	10	11	12	13	14	15	16
SR	42	95	94&85	76	95	88	97	·
K-562	66	93	98&94	80	95	95	87	100
RPMI-8226	69	88	71&98	93	248	83	95	106
MDA-MB-231	29	105	98&93	70	107	90	95	112
MOLT-4	59	83	84&103	66	102	88	93	98
MDA-MB-435	39	104	101&115	100	104	109	93	101
MDA-MB-468	60	99	115	113	·	104	109	104
MCF7	90	96	113&96	83	119	95	85	99

17	CCC(C#N)(CC)CC
18	Cn1c(=S)c2[nH]c(SCC3CCCO3)nc2n(C)c1=O (stereo not drawn)
19	C/C(=N\NC(=O)c1cc(O)c(O)c(O)c1)c1cccnc1
20	Oc1ccc(O)c(-[n+]2ccccc2)c1
21	COc1cc(-c2nc3occn3c2-c2ccnc(NCCCNS(=O)(=O)c3ccccc3)n2)ccc1F
22	COc1ccc(/C=C/c2nc(Nc3ccc(NC(=O)Nc4ccc(Cl)cc4)cc3)c3ccccc3n2)cc1
23	O=C(O)c1ccc(=O)[nH]n1
24	CS(=O)(=O)c1nccc(-c2c(-c3cccc(OCc4ccccc4)c3)nc3sccn23)n1
assay / entry	17	18	19	20	21	22	23	24
SR	91	100	100	94	56	106	·	38
K-562	92	109	99	107	26	110	102	47
RPMI-8226	104	100	109	100	5.2*	103	107	82
MDA-MB-231	112	101	109	110	45	97	103	61
MOLT-4	87	100	92	92	11	104	89	26
MDA-MB-435	104	125	108	109	9.0*	103	112	79
MDA-MB-468	106	113	110	92	5.9*	93	123	-65*
MCF7	101	92	94	102	20	98	97	77

25	CN(C)C1CCCC/C=C\C(=O)NC1 (stereo not drawn)
26	CCCCOc1nc2ccc(Cl)cc2cc1/C=C/C(=O)/C=C/c1ccc(OC)cc1
27	Cn1c(=O)c2c(nc(Br)n2CC(=O)N2CCc3ccccc32)n(C)c1=O
28	Cc1ccc(C)c(I)c1
29	O=C(O)c1cn(C2CC2)c2cc(N3CCN(CN4C(=O)C=CC4=O)CC3)c(F)cc2c1=O
30	N#Cc1c(NC(=O)c2cccs2)[n+]([O-])c2ccc(Cl)cc2[n+]1[O-]
31	CC(C)(C)C(=O)CCCCCCCC/C=C/CCCC(O)c1ccco1 (stereo not drawn)
32	COc1ccc2nc(NC(=O)Cc3ccc4c(c3)OCCO4)sc2c1
assay / entry	25	26	27	28	29	30	31	32
SR	88	76	90	96	92	109	14	74
K-562	96	87	90	99	95	106	82	88
RPMI-8226	111	8.9*	97	108	110	104	92	89
MDA-MB-231	123	106	92	115	112	83	102	102
MOLT-4	96	78	94	98	99	97	76	110
MDA-MB-435	110	9.6*	101	108	104	89	113	112
MDA-MB-468	112	113	101	108	98	·	·	·
MCF7	105	31	96	96	94	101	105	94

33	CNc1ncnc2c1ncn2C
34	COc1ccc(N2C(=O)CSC2=S)cc1
35	Cc1ccc(-c2nc(SCC(=O)c3ccc(C#N)cc3)[nH]c(=O)c2C#N)cc1
36	O=C1Nc2ccccc2/C1=N/N1C(=O)CN(C2CCCCC2)C1=O
37	COc1cccc(CN2CCN(N=O)CC2)c1
38	c1ccc(C(CC2CCCCC2)c2cc3ccccc3s2)cc1 (stereo not drawn)
39	COc1ccc(C2CC(c3ccc(Nc4nc(NCCO)nc(N5CCOCC5)n4)cc3)=NN2c2cc(Cl)cc(Cl)c2)cc1 (stereo not drawn)
40	CC/C(=C(/c1ccc(Cl)cc1)c1ccc(OCCN(C)C)cc1)c1ccc(Cl)cc1
assay / entry	33	34	35	36	37	38	39	40
SR	111	110	-41*	94	110	91	89	-6.9*
K-562	111	122	96	102	106	96	69	16
RPMI-8226	106	91	123	109	106	97	95	33
MDA-MB-231	101	91	100	115	110	101	79	83
MOLT-4	103	123	110	102	104	98	65	58
MDA-MB-435	101	109	106	102	99	108	86	73
MDA-MB-468	75	·	120	110	103	121	94	51
MCF7	94	94	97	96	91	105	55	20

41	CC1=NN(c2cccc(Cl)c2)C(=O)/C1=C\c1coc2ccccc2c1=O
42	CN(CC(=O)Nc1nc2ccccc2[nH]1)S(=O)(=O)c1ccc(Cl)cc1
43	CCOC(=O)c1ccc(NC(N)=O)cc1
44	CCNc1ccc(S(=O)(=O)O)cc1C(=O)O
45	O=C(Nc1c(Cl)cccc1Cl)OCc1ccco1
46	COc1ccc(C(=O)Cn2c(=O)cc(C#N)c3ccc4cccnc4c32)cc1
47	CCCC(C)C(O)C(C)C (stereo not drawn)
48	O=S(=O)(Cc1ccc(Cl)cc1)Oc1ccc(Cl)cc1
assay / entry	41	42	43	44	45	46	47	48
SR	96	90	·	108	62	92	88	83
K-562	109	96	89	97	60	92	85	88
RPMI-8226	72	57	91	104	89	97	101	·
MDA-MB-231	99	100	92	102	95	91	116	101
MOLT-4	102	58	78	111	76	97	88	86
MDA-MB-435	111	91	95	110	95	105	96	106
MDA-MB-468	106	·	98	102	86	98	100	120
MCF7	86	41	88	102	77	95	104	108

# 14 entries already listed, sorted by count of non-hydrogen atoms, descending:
39	COc1ccc(C2CC(c3ccc(Nc4nc(NCCO)nc(N5CCOCC5)n4)cc3)=NN2c2cc(Cl)cc(Cl)c2)cc1 (stereo not drawn)
40	CC/C(=C(/c1ccc(Cl)cc1)c1ccc(OCCN(C)C)cc1)c1ccc(Cl)cc1
35	Cc1ccc(-c2nc(SCC(=O)c3ccc(C#N)cc3)[nH]c(=O)c2C#N)cc1
41	CC1=NN(c2cccc(Cl)c2)C(=O)/C1=C\c1coc2ccccc2c1=O
42	CN(CC(=O)Nc1nc2ccccc2[nH]1)S(=O)(=O)c1ccc(Cl)cc1
36	O=C1Nc2ccccc2/C1=N/N1C(=O)CN(C2CCCCC2)C1=O
38	c1ccc(C(CC2CCCCC2)c2cc3ccccc3s2)cc1 (stereo not drawn)
48	O=S(=O)(Cc1ccc(Cl)cc1)Oc1ccc(Cl)cc1
45	O=C(Nc1c(Cl)cccc1Cl)OCc1ccco1
37	COc1cccc(CN2CCN(N=O)CC2)c1
assay / entry	39	40	35	41	42	36	38	48	45	37
SR	89	-6.9*	-41*	96	90	94	91	83	62	110
K-562	69	16	96	109	96	102	96	88	60	106
RPMI-8226	95	33	123	72	57	109	97	·	89	106
MDA-MB-231	79	83	100	99	100	115	101	101	95	110
MOLT-4	65	58	110	102	58	102	98	86	76	104
MDA-MB-435	86	73	106	111	91	102	108	106	95	99
MDA-MB-468	94	51	120	106	·	110	121	120	86	103
MCF7	55	20	97	86	41	96	105	108	77	91

44	CCNc1ccc(S(=O)(=O)O)cc1C(=O)O
43	CCOC(=O)c1ccc(NC(N)=O)cc1
33	CNc1ncnc2c1ncn2C
47	CCCC(C)C(O)C(C)C (stereo not drawn)
assay / entry	44	43	33	47
SR	108	·	111	88
K-562	97	89	111	85
RPMI-8226	104	91	106	101
MDA-MB-231	102	92	101	116
MOLT-4	111	78	103	88
MDA-MB-435	110	95	101	96
MDA-MB-468	102	98	75	100
MCF7	102	88	94	104

# Further entries:
49	COC(=O)[C@]12CC[C@@H](C)[C@H](C)[C@@H]1C1=CC[C@@H]3[C@@]4(C)C=C(O)C(O)=C(C)C4=C(O)C[C@@]3(C)[C@]1(C)CC2
50	CSc1nc2c(c(=O)[nH]1)C(c1ccc(C)cc1)C1=C(N2)/C(=C/c2ccc(C)cc2)CN(C)C1 (stereo not drawn)
51	O=c1c2sc3ncccc3c2n2nnc(-c3ccccc3)c2n1CCCCl
52	COc1ccc(C(=O)N/N=C/c2cc(C(F)(F)F)ccc2Cl)cc1
53	CC1=NCC2NC(=O)NC(C)=C12 (stereo not drawn)
54	COc1ccc(Cc2nnc(SCC(=O)Nc3ccc(Cl)cc3)n2-c2ccccc2)cc1
55	O=C(NCc1ccco1)c1ccc(-c2ccc(Br)cc2)o1
56	Clc1ccc(CNc2ncnc3[nH]ncc23)cc1Cl
assay / entry	49	50	51	52	53	54	55	56
SR	38	83	85	102	104	70	74	97
K-562	45	89	96	95	110	75	86	56
RPMI-8226	29	90	92	121	100	82	84	69
MDA-MB-231	52	107	92	89	95	103	111	80
MOLT-4	23	59	84	93	107	58	77	86
MDA-MB-435	86	90	95	91	98	101	97	65
MDA-MB-468	80	90	111	53	92	103	85	65
MCF7	47	84	97	60	111	96	89	84

57	Cc1ccc2sc3c(c2c1)OC(N)=C(C#N)C3c1cccc(F)c1 (stereo not drawn)
58	COc1ccc(-n2nnc3c(sc4ccccc43)c2=O)cc1
59	CC(=O)C1C(=O)C(=O)N(c2ccc(Cl)c(Cl)c2)C1=O (stereo not drawn)
60	Nc1nc(C(=O)NNC(=S)Nc2ccccc2)nn1-c1ccc(S(N)(=O)=O)cc1
61	O=[N+]([O-])/C=C/c1cccs1
62	CCCC(=O)OCc1ccco1
63	CC(CC(CCC(CC(C)CC(C)(C)C)N(C)C)N(C)C)CC(C)(C)C (stereo not drawn)
64	CCCn1cnc2c(SCCc3ccccc3)nc(N)nc21
assay / entry	57	58	59	60	61	62	63	64
SR	9.5*	·	91	105	101	111	83	85
K-562	7.1*	91	108	104	105	110	64	·
RPMI-8226	14	72	107	100	99	104	71	96
MDA-MB-231	24	54	101	105	99	107	81	93
MOLT-4	17	99	92	111	94	105	93	92
MDA-MB-435	-29*	69	103	105	112	103	90	111
MDA-MB-468	-14*	·	115	107	113	110	87	102
MCF7	15	80	89	106	96	98	95	104

65	COc1ccc2nc(Nc3cccc(NC(=O)c4ccc(CN5CCN(C)CC5)c(C(F)(F)F)c4)c3)ccc2c1
66	CCCCOC(=O)CC(NS(=O)(=O)c1ccc(C)cc1)C(=O)OCCCC (stereo not drawn)
67	COC(=O)C(C(=O)OC)C(C)(Br)C(=O)OC (stereo not drawn)
68	CC(C)(CO)c1ccccc1
69	CN(C)c1ccc(N=Nc2ccc(N(C)C)cc2)cc1
70	CN(C)C(=S)SCc1ccc(Cl)cc1Cl
71	CC(=O)N1N=C(c2cccc(Nc3ccncc3)c2)CC1c1ccccc1 (stereo not drawn)
72	Cc1ccc(C)n1-c1ccsc1C(=O)NNC(=O)C(Cl)Cl
assay / entry	65	66	67	68	69	70	71	72
SR	·	·	85	103	108	·	58	·
K-562	-71*	82	·	102	97	101	12	98
RPMI-8226	-33*	77	·	100	119	97	76	107
MDA-MB-231	-83*	116	99	91	116	100	84	·
MOLT-4	-45*	99	69	103	107	86	81	118
MDA-MB-435	-96*	104	100	116	108	103	89	98
MDA-MB-468	-97*	100	102	106	116	102	80	103
MCF7	-97*	104	99	97	99	90	81	97

73	COc1ccc(C2c3c(c4ccccc4n(C)c3=O)Oc3ncn4nc(-c5ccco5)nc4c32)cc1 (stereo not drawn)
74	CCCCCN1C(=O)/C(=c2\sc3n(c2=O)C2C(NN=3)N(CC)C(=O)N2CC)c2cccc(C)c21 (stereo not drawn)
75	COc1cccc(-c2nc3sccn3c2-c2ccnc(NCCCNS(=O)(=O)c3ccc(C(F)(F)F)cc3)c2)c1
76	Cc1coc(NS(=O)(=O)c2ccc(N=Nc3c(N)n(C)c(=O)n(C)c3=O)cc2)c1C
assay / entry	73	74	75	76
SR	·	14	51	93
K-562	101	16	28	93
RPMI-8226	105	39	33	100
MDA-MB-231	99	62	62	111
MOLT-4	99	53	26	93
MDA-MB-435	105	-14*	37	98
MDA-MB-468	102	34	43	101
MCF7	97	18	31	96
